Growth percent in the NCI-60 one-dose screen (48 h, 10 µM unless noted): 100 = growth as untreated, 0 = no growth, -100 = all killed.
COLO 205 = COLO 205 colon cancer. actives 7.3% (n = 79,000)
KM12 = KM12 colon cancer cells | actives 5% (n = 82,000) | AID 1794800
NCI-H460 = NCI-H460 lung cancer; AID 1794736; actives 6.8% (n = 82,000)
HT29 = HT29 colon cancer. actives 7.4% (n = 81,000). AID 1794748
NCI-H226 = NCI-H226 lung cancer. actives 3.5% (n = 79,000)
HCT-116 = HCT-116 colon cancer | AID 1794798 | actives 7.3% (n = 82,000)
SW-620 = SW-620 colon cancer; actives 5.2% (n = 82,000)
HCT-15 = HCT-15 colon cancer. actives 5.2% (n = 82,000). AID 1794746
NCI-H322M = NCI-H322M lung cancer | actives 2.7% (n = 80,000)
Starred values were filed as active, the others as inactive; & = joins results of further samples; [ ] = remark or other dose. The calls were made as follows: active = growth percent below 10; inactive = the rest.

Screening CN(C)c1ncnc2c1nnn2C1OC(CO)C(O)C1O (stereo not drawn) returned COLO 205 -81*, KM12 14, HT29 0.4*, NCI-H226 40, HCT-116 17, SW-620 19 and HCT-15 7.5*.
Screening COc1ccc(/C=C/C(=O)c2ccc(NC(=O)CSc3nnc(-c4ccc(OC)c(OC)c4)o3)cc2)cc1OC returned COLO 205 111, KM12 102, NCI-H460 101, HT29 101, NCI-H226 109, HCT-116 89, SW-620 97, HCT-15 98 and NCI-H322M 89.
O=C(NC1CCN(Cc2ccccc2)CC1)c1cc(-c2ccncc2)nc2ccc(Cl)cc12 was read as COLO 205 19, KM12 26, NCI-H460 6.3*, HT29 20, NCI-H226 27, HCT-116 10.0*, SW-620 23, HCT-15 24 and NCI-H322M 33.
`Cc1ccc(Nc2[nH]c(=O)nc3c2cnn3C)c(C)c1` gave COLO 205 102, KM12 104, NCI-H460 105, HT29 101, NCI-H226 86, HCT-116 79, SW-620 106, HCT-15 103 and NCI-H322M 109.
For Cc1ccc(-c2cc3nc(C(Cl)Cl)nc(-c4ccccc4)n3n2)cc1 the results were COLO 205 54, KM12 66, NCI-H460 47, HT29 75, NCI-H226 103, HCT-116 82, SW-620 79, HCT-15 76 and NCI-H322M 74.
`CCOC(=O)C1(C(=O)OCC)CCCCC1=O` gave COLO 205 110, KM12 102, NCI-H460 107, HT29 104, NCI-H226 101, HCT-116 103, SW-620 97, HCT-15 102 and NCI-H322M 125.
OC1Cc2ccccc2C1 was read as COLO 205 99, KM12 99, NCI-H460 104, HT29 100, NCI-H226 101, HCT-116 98, SW-620 97, HCT-15 93 and NCI-H322M 99.
`Cc1ccc(-c2nc3ccccc3c(=O)n2/N=C/c2cccc3ccccc23)cc1` gave COLO 205 74, KM12 69, NCI-H460 69, HT29 102, NCI-H226 79, HCT-116 71, SW-620 94, HCT-15 74 and NCI-H322M 55.
COc1ccc([C@H]2c3[nH]c4ccccc4c3C[C@H]3C(=O)N(C4CCN(CC5CCCCC5)CC4)CC(=O)N23)c(OC)c1 was read as COLO 205 88[5.56 µM], KM12 93[5.56 µM], NCI-H460 100[5.56 µM], HT29 81[5.56 µM], NCI-H226 88[5.56 µM], HCT-116 82[5.56 µM], SW-620 87[5.56 µM], HCT-15 89[5.56 µM] and NCI-H322M 95[5.56 µM].
For O=C1Nc2ccccc2/C1=C/c1c[nH]c2ccc(C(=O)O)cc12 the results were COLO 205 97, KM12 79, NCI-H460 111, HT29 103, NCI-H226 90, HCT-116 103, SW-620 99, HCT-15 95 and NCI-H322M 99.
COc1cc(CNC(=O)/C=C/c2ccc3c(c2)OCO3)ccc1OCc1cn(-c2ccc(Cl)c(Cl)c2)nn1 was read as COLO 205 90, KM12 86, NCI-H460 78, HT29 89, NCI-H226 30, HCT-116 65, HCT-15 76 and NCI-H322M 84.
`COc1ccc(-c2cs/c(=N\N=C\c3ccc(C#N)cc3)n2C)cc1` gave COLO 205 93, KM12 81, NCI-H460 88, HT29 86, NCI-H226 66, HCT-116 49, SW-620 96, HCT-15 82 and NCI-H322M 95.
OCCN1CCN(c2nc(Nc3ccc(-c4nc5ccccc5[nH]4)cc3)c3cn[nH]c3n2)CC1 was read as COLO 205 -81*, KM12 -73*, NCI-H460 -85*, HT29 -91*, NCI-H226 106, HCT-116 -80*, SW-620 -85*, HCT-15 -79* and NCI-H322M -90*.
Screening Cc1ccc2c(c1)c(=O)n(-c1ccccc1)c1nnc(/C=C/c3ccccc3)n21 returned COLO 205 115, KM12 99, NCI-H460 100, HT29 99, NCI-H226 99, HCT-116 91, SW-620 106 and HCT-15 88.
For O=C(NNc1nc2cc(F)ccc2n2c(CN3CCC(O)C3)ccc12)c1cnccn1 (stereo not drawn) the results were COLO 205 8.6*, KM12 25, NCI-H460 5.1*, HT29 24, NCI-H226 19, HCT-116 18, SW-620 25, HCT-15 26 and NCI-H322M 25.
`CN1CCN(CC(=O)Nc2nc3c(s2)Nc2ccccc2NC3=O)CC1` gave COLO 205 106, KM12 92, NCI-H460 102, HT29 96, NCI-H226 102, HCT-116 104, SW-620 109, HCT-15 96 and NCI-H322M 109.
Screening CCN(CC)c1ccc2cc(C(=O)c3cccs3)c(=O)oc2c1 returned COLO 205 98&141, KM12 48&93, NCI-H460 72&88, HT29 82&99, NCI-H226 66&92, HCT-116 45&84, SW-620 50&104, HCT-15 35&47 and NCI-H322M 84&113.
`C/C(=C(/C)C1CC1CCN(C(=O)c1cccs1)S(=O)(=O)c1ccc(C)cc1)C1CCCCC1` (stereo not drawn) gave COLO 205 107, KM12 102, NCI-H460 101, HT29 101, NCI-H226 90, HCT-116 89, SW-620 102, HCT-15 98 and NCI-H322M 102.
O=S=NCCCCl was read as COLO 205 112, KM12 110, NCI-H460 108, HT29 99, NCI-H226 96, HCT-116 101, SW-620 108, HCT-15 97 and NCI-H322M 96.
For O=C1C2C(c3cccs3)C=C(c3ccc(Cl)cc3)N2C(=S)N1c1ccccc1 (stereo not drawn) the results were COLO 205 119, KM12 104, NCI-H460 108, HT29 114, NCI-H226 87, HCT-116 101, SW-620 102, HCT-15 112 and NCI-H322M 102.

By substructure: the compounds so far containing a halogen
O=C(NC1CCN(Cc2ccccc2)CC1)c1cc(-c2ccncc2)nc2ccc(Cl)cc12 was read as COLO 205 19, KM12 26, NCI-H460 6.3*, HT29 20, NCI-H226 27, HCT-116 10.0*, SW-620 23, HCT-15 24 and NCI-H322M 33.
For Cc1ccc(-c2cc3nc(C(Cl)Cl)nc(-c4ccccc4)n3n2)cc1 the results were COLO 205 54, KM12 66, NCI-H460 47, HT29 75, NCI-H226 103, HCT-116 82, SW-620 79, HCT-15 76 and NCI-H322M 74.
COc1cc(CNC(=O)/C=C/c2ccc3c(c2)OCO3)ccc1OCc1cn(-c2ccc(Cl)c(Cl)c2)nn1 was read as COLO 205 90, KM12 86, NCI-H460 78, HT29 89, NCI-H226 30, HCT-116 65, HCT-15 76 and NCI-H322M 84.
For O=C(NNc1nc2cc(F)ccc2n2c(CN3CCC(O)C3)ccc12)c1cnccn1 (stereo not drawn) the results were COLO 205 8.6*, KM12 25, NCI-H460 5.1*, HT29 24, NCI-H226 19, HCT-116 18, SW-620 25, HCT-15 26 and NCI-H322M 25.
O=S=NCCCCl was read as COLO 205 112, KM12 110, NCI-H460 108, HT29 99, NCI-H226 96, HCT-116 101, SW-620 108, HCT-15 97 and NCI-H322M 96.
For O=C1C2C(c3cccs3)C=C(c3ccc(Cl)cc3)N2C(=S)N1c1ccccc1 (stereo not drawn) the results were COLO 205 119, KM12 104, NCI-H460 108, HT29 114, NCI-H226 87, HCT-116 101, SW-620 102, HCT-15 112 and NCI-H322M 102.

Next structures follow.
For COc1cc(NCC(=O)Nc2cc(Nc3cccc(Cl)c3F)ncn2)c(Cl)c(OC)c1Cl the results were COLO 205 93, KM12 88, NCI-H460 102, HT29 93, NCI-H226 80, HCT-116 86, SW-620 106, HCT-15 92 and NCI-H322M 86.
Screening COc1ccc(/C=C/c2nc3ccccc3nc2/C=C/c2ccc(OC)cc2)cc1 returned COLO 205 97, KM12 100, NCI-H460 100, HT29 95, NCI-H226 90, HCT-116 89, SW-620 93, HCT-15 95 and NCI-H322M 103.
`O=C(c1ccccc1)c1cccnc1` gave COLO 205 104&87, KM12 102&104, NCI-H460 102&107, HT29 104&93, NCI-H226 97&94, HCT-116 97&86, SW-620 93&107, HCT-15 93&103 and NCI-H322M 110&104.
For Clc1cccc(Cc2cn3cc(-c4ccccc4)nc3s2)c1Cl the results were COLO 205 52, KM12 21, NCI-H460 64, HT29 38, NCI-H226 79, HCT-116 56, SW-620 35, HCT-15 39 and NCI-H322M 70.
For Cc1ccc(N2C(=O)/C(=C3\SC(=S)N(c4ccc(C)c(C)c4)C3=O)SC2=S)cc1C the results were COLO 205 103, KM12 104, NCI-H460 104, HT29 105, NCI-H226 93, HCT-116 108, SW-620 102, HCT-15 96 and NCI-H322M 102.
For O=C(CS(=O)(=O)c1oc(-c2ccc(Cl)cc2)nc1S(=O)(=O)c1ccc(Cl)cc1)N1CCOCC1 the results were COLO 205 11, KM12 56, NCI-H460 107, HT29 -49*, NCI-H226 78, HCT-116 4.4*, SW-620 -18*, HCT-15 -54* and NCI-H322M 94.
NNC(=O)c1ccc[n+](Cc2ccccc2)c1 was read as COLO 205 105, KM12 103, NCI-H460 100, HT29 95, NCI-H226 105, HCT-116 96, SW-620 106, HCT-15 104 and NCI-H322M 108.
For COc1nc2ccc(C)cc2cc1-c1nc2c(cnn2-c2ccc(Br)cc2)c(=O)[nH]1 the results were COLO 205 74, KM12 25, NCI-H460 27, HT29 10, NCI-H226 58, HCT-116 14, SW-620 29, HCT-15 41 and NCI-H322M 73.
`COc1ccc(Cc2cc(-c3ccccc3)nn(CC(=O)c3ccccc3)c2=O)cc1` gave COLO 205 95, KM12 96, NCI-H460 81, HT29 93, NCI-H226 87, HCT-116 78, SW-620 94, HCT-15 85 and NCI-H322M 93.
CCOC(=O)c1nn(C2CCCCO2)c2ccc(NC(=O)CN3CCOCC3)cc12 (stereo not drawn) was read as COLO 205 118, KM12 105, NCI-H460 101, HT29 116, NCI-H226 106, HCT-116 91, SW-620 104, HCT-15 106 and NCI-H322M 96.
O=C(Oc1ccc2ccccc2c1)c1ccccc1 was read as COLO 205 129, KM12 99, NCI-H460 111, HT29 110, NCI-H226 109, HCT-116 105, SW-620 113, HCT-15 100 and NCI-H322M 120.
For CCCCCCCCCCCCCCCCCCOc1ccc(CC(=O)OCC[N+](C)(C)C)cc1 the results were COLO 205 115, KM12 97, NCI-H460 100, HT29 94, NCI-H226 95, HCT-116 93, SW-620 100, HCT-15 102 and NCI-H322M 103.
Screening Cc1cc(C)nc(NS(=O)(=O)c2ccc(Nc3nc4nc(=S)[nH]c(-c5ccc(O)cc5O)c4c(=O)[nH]3)cc2)n1 returned COLO 205 119, KM12 92, NCI-H460 111, HT29 120, NCI-H226 146, HCT-116 101, SW-620 111, HCT-15 104 and NCI-H322M 103.
For Cc1ccc(C)c(O)c1C the results were COLO 205 111, KM12 109, NCI-H460 114, HT29 113, NCI-H226 108, HCT-116 104, SW-620 99, HCT-15 105 and NCI-H322M 103.
COc1ccc(/C=C/C(=O)c2ccc(S(=O)(=O)NCCNc3nc(N(C)C)nc(N4CCOCC4)n3)cc2)cc1 was read as COLO 205 110, KM12 65, NCI-H460 104, HT29 81, NCI-H226 90, HCT-116 -9.2*, SW-620 69, HCT-15 59 and NCI-H322M 92.
Screening Cc1cc(CSc2ccc(Cl)cc2)ccc1N returned COLO 205 107, KM12 71, HT29 106, NCI-H226 83, HCT-116 101, SW-620 126, HCT-15 98 and NCI-H322M 98.
Screening COc1ccc(C)cc1NC(=O)Nc1sc2cc(O)ccc2c1C(N)=O returned COLO 205 103, KM12 70, NCI-H460 98, HT29 71, NCI-H226 90, HCT-116 57, SW-620 87, HCT-15 73 and NCI-H322M 95.
COc1ccc(-c2ccc(NC(=O)Nc3cccc(OC)c3)c(C)n2)cc1 was read as COLO 205 110, KM12 100, NCI-H460 100, HT29 82, NCI-H226 97, HCT-116 98, SW-620 104, HCT-15 90 and NCI-H322M 94.
Cc1ccc(S(=O)(=O)OC[C@]23CCC(C)(C)C[C@H]2[C@@H]2NCC[C@@H]4[C@@]5(C)CCCNC(C)(C)[C@@H]5CC[C@@]4(C)[C@]2(C)CC3)cc1 was read as COLO 205 106, KM12 94, NCI-H460 96, HT29 89, NCI-H226 90, HCT-116 89, SW-620 100, HCT-15 90 and NCI-H322M 105.
CCOC(=O)c1c(O)cc(-c2ccc(OC)cc2)cc1-c1sc(N(C)Cc2ccccc2)nc1Cl was read as COLO 205 117, KM12 102, NCI-H460 97, HT29 110, NCI-H226 99, HCT-116 91, SW-620 100, HCT-15 95 and NCI-H322M 98.
`CCOC(=O)C1=NN(c2ccccc2)C(=O)C1N=Nc1ccc(S(=O)(=O)Nc2ncccn2)cc1` (stereo not drawn) gave COLO 205 113, KM12 103, NCI-H460 106, HT29 109, NCI-H226 95, HCT-116 106, SW-620 99, HCT-15 104 and NCI-H322M 98.
O=C1NCCc2c1c1ccccc1[nH]c2=O was read as KM12 102, NCI-H460 113, HT29 105, HCT-116 106, SW-620 100, HCT-15 102 and NCI-H322M 96.
For CC(C)CNC(=O)C(C)O (stereo not drawn) the results were COLO 205 113, KM12 109, NCI-H460 103, HT29 116, NCI-H226 103, HCT-116 101, SW-620 104, HCT-15 103 and NCI-H322M 105.
O=C(O)/C=C/C(=O)NCc1ccco1 was read as COLO 205 125, KM12 101, NCI-H460 104, HT29 97, NCI-H226 108, HCT-116 92, SW-620 94, HCT-15 122 and NCI-H322M 96.
O=c1cc(C2=NCCc3c2[nH]c2ccccc32)c2ccc3ccccc3c2o1 was read as COLO 205 113, KM12 98, NCI-H460 89, HT29 91, NCI-H226 84, HCT-116 74, SW-620 105, HCT-15 73 and NCI-H322M 88.
Screening Brc1ccc2nc(-c3cn(Cc4ccccc4)c4ncccc34)n(Cc3ccccc3)c2n1 returned COLO 205 92, KM12 93, NCI-H460 89, HT29 95, NCI-H226 78, HCT-116 80, SW-620 89, HCT-15 91 and NCI-H322M 99.
For Cn1c(=O)[nH]c2nc(SCC(=O)c3ccc(Cl)cc3)[nH]c2c1=O the results were COLO 205 115, KM12 96, NCI-H460 105, HT29 109, HCT-116 105, SW-620 97, HCT-15 99 and NCI-H322M 100.
Screening COc1cc(OCc2cccc(-c3ccc4c(c3)OCCO4)c2C)cc(OC)c1CN[C@@H](CO)C(=O)O returned COLO 205 107, KM12 105, NCI-H460 100, HT29 104, NCI-H226 105, HCT-116 98, SW-620 97, HCT-15 97 and NCI-H322M 96.
For CC1=C(C)C(=O)C(N2CCC(c3ccccc3)CC2)=CC1=O the results were COLO 205 106, KM12 74, NCI-H460 83, HT29 84, NCI-H226 71, HCT-116 62, SW-620 97, HCT-15 54 and NCI-H322M 105.
